Compound activity (PubChem)
SSB-PriA inh = K. pneumoniae PriA-SSBct interaction inhibition. inhibition, % at 33 µM. hit rate 0.6% among 430,000. AlphaScreen SSBct-PriA binding, biotinylated peptide; in the data active = inhibition mostly above about 37%, no sharp cut-off; inactive = mostly below about 20%;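 also: plate controls were negative control peptide for no effect and reference peptide for full effect; strong numbers were not always called active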
Y pestis TopoI = inhibitors of Yersinia pestis topoisomerase I. Y. pestis Topo-I cleavage product accumulation, plate reader. hit rate 0.064% among 360,000. AID 504884. activity, % at 10 µM; in the data active = activity above about 50%, passing the limit was not always enough; inconclusive = no clear call, values can overlap the other calls; also: inactives centre near 2
BoNT-A LC inh2 = blocks Botulinum neurotoxin A light chain protease. inhibition, % at 10 µM. multiplex microsphere protease substrate cleavage, flow cytometry. hit rate 0.17% among 360,000; also: plate controls were buffer without enzyme for full effect and enzyme alone for no effect
SARS 3CLpro inh = SARS-CoV 3CLpro protease inhibition; P0C6X7; recombinant SARS-CoV 3CLpro, quenched FRET peptide cleavage; inhibition, % at 6 µM; hit rate 0.14% among 290,000; AID 1706; in the data active = inhibition above about 12%
TcdB inh = TcdB glycohydrolase inhibition; inhibition, % at 9.99 µM; hit rate 0.24% among 350,000; TcdB glycohydrolase enzymatic assay, plate reader; AID 652162; P18177; in the data active = inhibition above about 10%
Target sequence (P18177 whole entry, looked up): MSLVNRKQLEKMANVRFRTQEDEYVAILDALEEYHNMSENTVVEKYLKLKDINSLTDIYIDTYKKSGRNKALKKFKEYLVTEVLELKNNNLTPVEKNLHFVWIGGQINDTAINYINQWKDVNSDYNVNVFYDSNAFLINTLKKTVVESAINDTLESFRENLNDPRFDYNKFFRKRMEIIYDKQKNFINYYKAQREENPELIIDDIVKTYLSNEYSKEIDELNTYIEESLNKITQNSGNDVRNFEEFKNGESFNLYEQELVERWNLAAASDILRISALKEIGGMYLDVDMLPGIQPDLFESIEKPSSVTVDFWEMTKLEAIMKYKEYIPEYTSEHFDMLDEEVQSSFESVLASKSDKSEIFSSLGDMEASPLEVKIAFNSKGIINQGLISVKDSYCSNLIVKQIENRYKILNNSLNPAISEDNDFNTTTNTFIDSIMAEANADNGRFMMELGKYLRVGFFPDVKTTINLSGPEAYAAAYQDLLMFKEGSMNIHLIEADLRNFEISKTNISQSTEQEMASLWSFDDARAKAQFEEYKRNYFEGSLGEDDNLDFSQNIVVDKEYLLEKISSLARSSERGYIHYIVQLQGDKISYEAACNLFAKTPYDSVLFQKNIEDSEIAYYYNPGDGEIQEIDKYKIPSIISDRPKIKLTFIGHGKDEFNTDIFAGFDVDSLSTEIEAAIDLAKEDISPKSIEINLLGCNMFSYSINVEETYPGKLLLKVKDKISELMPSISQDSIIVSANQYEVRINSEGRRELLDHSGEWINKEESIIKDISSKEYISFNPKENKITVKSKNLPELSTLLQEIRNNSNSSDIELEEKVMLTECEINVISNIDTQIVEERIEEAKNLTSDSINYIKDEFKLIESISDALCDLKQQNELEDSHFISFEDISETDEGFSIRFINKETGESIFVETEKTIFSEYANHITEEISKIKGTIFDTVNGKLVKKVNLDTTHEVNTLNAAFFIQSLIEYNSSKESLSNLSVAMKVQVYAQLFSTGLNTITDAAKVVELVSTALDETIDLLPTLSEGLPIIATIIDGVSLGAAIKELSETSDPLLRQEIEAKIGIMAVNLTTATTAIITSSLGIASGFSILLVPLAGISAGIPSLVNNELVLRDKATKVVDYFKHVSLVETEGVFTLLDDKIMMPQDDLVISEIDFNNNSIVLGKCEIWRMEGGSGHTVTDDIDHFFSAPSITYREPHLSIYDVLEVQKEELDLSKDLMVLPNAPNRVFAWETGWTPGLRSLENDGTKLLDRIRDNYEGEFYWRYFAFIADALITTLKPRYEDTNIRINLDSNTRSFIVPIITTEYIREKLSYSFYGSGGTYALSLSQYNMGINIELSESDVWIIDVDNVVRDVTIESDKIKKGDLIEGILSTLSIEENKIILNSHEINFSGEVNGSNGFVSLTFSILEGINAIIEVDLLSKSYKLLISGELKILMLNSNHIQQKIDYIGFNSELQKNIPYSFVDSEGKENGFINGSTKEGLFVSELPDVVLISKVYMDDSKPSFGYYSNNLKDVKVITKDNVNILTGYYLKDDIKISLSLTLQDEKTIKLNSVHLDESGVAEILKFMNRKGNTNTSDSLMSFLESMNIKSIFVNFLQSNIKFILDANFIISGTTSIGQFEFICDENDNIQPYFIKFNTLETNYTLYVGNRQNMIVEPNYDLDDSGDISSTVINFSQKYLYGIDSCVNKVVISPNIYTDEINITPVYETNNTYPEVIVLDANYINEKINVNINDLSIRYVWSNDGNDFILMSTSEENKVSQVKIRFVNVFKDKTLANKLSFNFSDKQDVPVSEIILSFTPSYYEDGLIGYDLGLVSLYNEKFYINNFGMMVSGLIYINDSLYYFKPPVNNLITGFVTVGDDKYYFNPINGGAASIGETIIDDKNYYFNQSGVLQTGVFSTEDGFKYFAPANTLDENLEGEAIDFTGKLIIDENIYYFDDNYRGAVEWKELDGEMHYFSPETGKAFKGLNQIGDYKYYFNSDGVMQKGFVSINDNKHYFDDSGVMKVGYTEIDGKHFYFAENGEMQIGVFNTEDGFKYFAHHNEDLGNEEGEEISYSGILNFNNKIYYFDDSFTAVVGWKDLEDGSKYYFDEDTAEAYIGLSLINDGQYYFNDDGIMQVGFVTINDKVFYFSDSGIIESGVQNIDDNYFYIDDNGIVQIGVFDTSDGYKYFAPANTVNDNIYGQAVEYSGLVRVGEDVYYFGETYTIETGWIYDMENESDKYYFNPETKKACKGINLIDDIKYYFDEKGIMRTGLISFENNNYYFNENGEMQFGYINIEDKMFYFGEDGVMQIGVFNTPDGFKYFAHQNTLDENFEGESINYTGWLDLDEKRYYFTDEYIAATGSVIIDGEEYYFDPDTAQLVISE
Vc quorum ag = induces V. cholerae light production without autoinducers | V. cholerae BH1578 lux reporter, luminescence, 6 h | activation, % at 18.7 µM | hit rate 0.16% among 350,000 | AID 588436; in the data active = activation mostly above about 9.7%, no sharp cut-off; inconclusive = no clear call, values can overlap the other calls; inactive = mostly below about 3.7%; also: not every result past the cut was called active; inactives centre near 0; reference of the scale not given here
PfHsp40 yeast = compounds rescuing yeast from Plasmodium falciparum HSP40 toxicity; AID 504582; S. cerevisiae expressing PfHsp40, growth rescue, ATP luminescence; growth rescue, % at 12.5 µM; hit rate 0.68% among 340,000; in the data active = growth rescue above about 28%, passing the limit was not always enough; inconclusive = no clear call, values can overlap the other calls;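 also: yeast W303a lacking pdr1 and pdr3 grown in galactose medium; growth measured after three days at 30 °C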
PrPC TRFRET = reduces human prion protein on the cell surface | cell surface PrPC, TR-FRET read-out | inhibition, % at 13.8 µM | hit rate 0.43% among 370,000 | AID 720596; in the data active = inhibition above about 24%; also: 0% = median of the test wells and 100% = reference compound wells
Anthrax LF inh2 = anthrax lethal factor protease inhibition | P15917 | multiplex microsphere protease cleavage assay, LF | inhibition, % at 10 µM | hit rate 0.12% among 360,000 | AID 588501; also: plate controls were buffer without enzyme for full effect and enzyme alone for no effect
* hit, by the source's call; i = inactive; ? = inconclusive; / = no result given; & = joins results of further samples. Rule as the data show it, unless noted: active = inhibition above about 30%; inconclusive = no clear call, values can overlap the other calls; inactive = below that. Only part of the results is shown (hit frequency here may not be typical).

SMILES	SSB-PriA inh	Y pestis TopoI	BoNT-A LC inh2	SARS 3CLpro inh	TcdB inh	Vc quorum ag	PfHsp40 yeast	PrPC TRFRET	Anthrax LF inh2
O=C(NNC(=O)c1ccccc1[N+](=O)[O-])c1ccc(NS(=O)(=O)c2cccs2)cc1	0	-4	-1.1	0	0.3	1.7	0.2	-16	5
CC(C)CCN1CCN(Cc2ccc(N3CCNC3=O)cc2)CC1CCO (stereo not given)	0	4	-0.8	-1	0.4	3.5	0.7	-2	-1
CCCCCCCCNC(=O)c1cnsn1	-28	0	-1.7	-10	0.0	-0.3	-1.5	-2	0
Cc1cc(C)c(S(=O)(=O)c2ccccc2)c(OC(=O)c2c(F)cccc2F)n1	4	6	-1.6	1	/	-0.3	0.2	7	0
COc1ccc(NC(=O)CSc2n[nH]c(-c3ccncc3)n2)cc1Cl	-10	3	-0.2	/	1.2	i	-1.4	5	1
CN(CC(=O)Nc1cccc(F)c1)C(=O)c1ccc(C2SCCS2)cc1	5	-5	-0.6	/	0.0	-5.9	-0.2	6	-2
Cc1ccc(N2CC(C(=O)NC3CCCCCC3)CC2=O)cc1 (stereo not given)	/	9	0.0	/	1.0	i	/	-2	-4
O=C(Nc1cccc(C(=O)O)c1)/C(=C\c1ccc2c(c1)OCO2)NC(=O)c1ccco1	-8	7	-0.9	1	0.2	-0.7	-1.2	5	-6
CCCN1C(C)C(C(=O)OCC)=CN(Cc2ccc(Br)cc2)S1(=O)=O (stereo not given)	-35	28	0.2	/	-2.0	i	-0.8	11	-2
Cc1ccccc1NC(=O)C1CCN(C(=O)N2CCOc3ccccc32)CC1	-12	0	-0.4	-3	1.0	i	-0.9	0	-8
COc1ccccc1-c1cc2nc(C)cc(C)n2n1	1	2	-0.2	-6	0.5	0.6	-1.1	-3	5
CN(C(=O)c1ccc2c(c1)OCCO2)c1c(N)n(Cc2ccccc2)c(=O)[nH]c1=O	7	2	1.8	/	2.8	i	-0.4	5	3

Given with values under each structure: entries from further up.
The line under a structure holds: SSB-PriA inh, Y pestis TopoI, BoNT-A LC inh2, SARS 3CLpro inh, TcdB inh, Vc quorum ag, PfHsp40 yeast, PrPC TRFRET, Anthrax LF inh2
> CN(CC(=O)Nc1cccc(F)c1)C(=O)c1ccc(C2SCCS2)cc1
    5, -5, -0.6, /, 0.0, -5.9, -0.2, 6, -2
> Cc1ccc(N2CC(C(=O)NC3CCCCCC3)CC2=O)cc1 (stereo not given)
    /, 9, 0.0, /, 1.0, i, /, -2, -4
> O=C(Nc1cccc(C(=O)O)c1)/C(=C\c1ccc2c(c1)OCO2)NC(=O)c1ccco1
    -8, 7, -0.9, 1, 0.2, -0.7, -1.2, 5, -6
> CCCN1C(C)C(C(=O)OCC)=CN(Cc2ccc(Br)cc2)S1(=O)=O (stereo not given)
    -35, 28, 0.2, /, -2.0, i, -0.8, 11, -2

The results go on.
SMILES	SSB-PriA inh	Y pestis TopoI	BoNT-A LC inh2	SARS 3CLpro inh	TcdB inh	Vc quorum ag	PfHsp40 yeast	PrPC TRFRET	Anthrax LF inh2
CCc1c(C)c(C#N)c2nc3ccccc3n2c1NCC1CCCO1 (stereo not given)	-3&-30	2	-0.4	-5	/	/	-0.7	-7	-5
CS(=O)c1ccccc1COC(=O)Nc1cccc(Cl)c1 (stereo not given)	-14	5	-0.1	3	/	i	0.0	1	1
CC[n+]1c(S(=O)(=O)[O-])ccc2ccc(C)cc21	-7	-2	-1.8	-1	/	i	1.0	1	-5
Cc1ccccc1CNC(=O)Cc1cccs1	-6	-5	0.6	4	1.2	-0.5	-0.2	-2	-2
C(/C=C/C=C/Nc1ccccc1)=Nc1ccccc1	2	-6	0.9	2	/	i	0.7	-1	2
O=C(NCCN1CCOCC1)c1cn(-c2ccccc2)nc1-c1cccs1	-3	-2	-0.4	-2	/	i	-2.1	2	-1
C=CCN1C(=NC(=O)COc2ccccc2)SC2CS(=O)(=O)CC21 (stereo not given)	-11	-12	1.9	-3	2.1	0.4	-0.3	-5	0
O=C(COc1ccccc1Cl)Nc1cc(Cl)ccc1Oc1ccccc1	0	9	0.4	3	/	i	-1.5	1	2
CCOC(=O)Cn1c(=O)c2c(nc3n2CCCN3CCc2ccccc2)n(C)c1=O	-11	-10	-1.6	-1	-1.2	i	-0.3	11	-10
Cn1c(=O)c2[nH]c(CN(Cc3ccccc3)Cc3ccccc3)nc2n(C)c1=O	0	-6	-0.8	3	/	-0.2	0.3	4	2
COc1ccc(C[C@H]2CN3C(=NC[C@@H]3Cc3ccccc3)N2CCNC(=O)CCC2CCCCC2)cc1	6	8	0.6	6	1.0	-10	-1.4	-10	-3
CCN1CCN(c2nc3ccccc3nc2NS(=O)(=O)c2ccc(NC(C)=O)cc2)CC1	11	4	1.0	0	0.9	i	-1.6	-1	-2
COc1ccc(NC(=O)C2CC(=O)OC2(C)C)cc1 (stereo not given)	-13	4	-2.4	5	/	-0.4	-0.2	4	-2
COc1ccc(N2CC(C(=O)N3CCN(c4ccccc4F)CC3)CC2=O)cc1 (stereo not given)	-1	13	-1.7	1	0.4	-0.5	4.4	-3	-5
C[C@H](CO)N1C[C@H](C)[C@@H](CN(C)S(=O)(=O)c2cccs2)Oc2c(NC(=O)Nc3ccccc3)cccc2C1=O	-4	23	-0.2	/	/	2.8	-0.6	-5	-2
Cc1ccc(C(=O)c2ccc(CC(=O)O)n2C)cc1	-2	-2	-0.5	/	0.8	-1.1	0.4	-2	-1
CCOC(CNC(=O)Cc1c(C)nc2c(-c3ccccc3)c(C)nn2c1C)OCC	-16	4	0.2	-2	-0.3	-0.4	0.2	-6	0
Cn1c(Cn2c(=O)sc3ccccc32)nnc1SCC(=O)NCCc1ccccc1	-4	12	-0.6	1	0.9	-0.4	-0.2	5	-13
CCCC(=O)NC(Oc1ccc(C(C)=O)cc1)C(Cl)(Cl)Cl (stereo not given)	-16	5	-0.1	1	0.0	-0.5	0.1	3	3
CC(=O)Nc1sc(NC(=O)c2ccc(Cl)cc2)nc1-c1cccs1	-5	0	0.7	-1	/	-0.3	-2.2	-1	2
O=C(O)CN(Cc1ccccc1)S(=O)(=O)c1ccc(F)cc1	-16	-1	-2.9	-3	/	2.2	-0.7	4	1
CCN1CCCC(OC(=O)Nc2ccccc2)C1 (stereo not given)	2	-3	-1.8	-1	/	-6.7	0.1	-2	-2
COC(=O)CCC(=O)Nc1cc(Cl)cc(Cl)c1	-12	4	-1.1	1	-0.3	i	-0.3	11	-7
CC(C)(C)OC(=O)NC(CCNC=C1C(=O)OC(C)(C)OC1=O)C(=O)O (stereo not given)	3	-3	-0.4	-5	0.5	i	0.4	1	0
COc1ccc2cc(C(C)C(=O)NC3CCC(O)CC3)ccc2c1 (stereo not given)	-13	7	-3.6	-1	0.0	i	-0.7	-4	3
O=C(NC1CCCCC1)C(c1ccc(Cl)cc1)N(C(=O)c1cnccn1)c1ccc2c(c1)OCO2 (stereo not given)	-9	-6	-1.1	-3	/	2.5	0.1	-3	-1
CC(C)(C)NC(=O)CN(C(=O)Cn1nnc(-c2ccccc2F)n1)c1cccc2c1CCCC2	4	0	-0.9	2	/	-3.0	1.1	-2	-1
Nc1ccc(C(=O)C(=O)c2ccc(N)cc2)cc1	-8	7	-4.6	-2	1.4	-0.4	-0.5	6	-8
COc1ccccc1CNc1cc(C)ccc1C	-16	-4	-0.2	-1	1.3	-1.7	0.6	-1	9
CSc1ncccc1C(=O)OCC(=O)Nc1ccc(N2CCOCC2)cc1	-9	3	0.5	/	-0.2	-0.8	25	3	1
Cc1cccc(C(=O)Oc2c(Br)cc(Br)cc2/C=N/NC(=O)c2ccncc2)c1	/	2	1.8	-5	1.7	-0.4	2.9	-3	-2
COc1ccc(-c2cc(C(F)(F)F)nc(SCC(=O)Nc3ccc4c(c3)OCO4)n2)cc1OC	-12	3	0.3	2	0.6	-0.5	-2.2	8	-2
CCCOc1ccc(/C=N/NC(=O)c2ccc3c(c2)OCO3)c(OCCC)c1	/	-3	-1.3	5	-0.3	-8.8	0.6	1	7
CCOC(=O)N1CCN(c2cc(NCCO)c([N+](=O)[O-])c3nonc23)CC1	2	-12	-0.4	4	-1.5	-0.4	-0.8	-19	-4
CC(C)C[C@H]1CN(CCCC[C@H]2CNC(=O)C(=O)N2CC2CCCCC2)C(=O)C(=O)N1Cc1ccccc1	/	/	0.0	/	0.2	/	/	-4	-2
C/C(CC(=O)Nc1cccnc1)=N\NC(=O)C(C)Oc1ccc(Cl)cc1Cl (stereo not given)	/	7	?	3	0.9	-0.7	-1.7	-6	-8
CCOc1ccccc1OCC(=O)O	0	1	0.7	4	/	/	-0.2	1	-3
CC(C)c1nnc(NC(=O)CCC(=O)Nc2ccc(Cl)cc2)s1	13	1	0.8	-4	0.6	i	-0.4	2	1
O=C(CSc1nnc(Cc2cc(=O)[nH]c(=O)[nH]2)n1-c1ccccc1)N1CCCC1	-17	6	-0.9	4	/	i	-0.8	7	5
CC(C)CNC(=O)C1(C)CCCCCN1C(=O)c1cc(C#N)cs1 (stereo not given)	/	-6	0.0	/	0.2	5.0	/	-14	-5
CCOc1ccc2nc(SCC(=O)N3c4ccccc4Sc4ccccc43)sc2c1	-11	8	-0.4	-1	/	-0.4	-0.4	9	-1
COC(=O)C1CCN(c2cc(=O)n(C3CCCCC3)c(=O)[nH]2)CC1	-15	-2	-0.6	4	/	0.3	-0.2	-6	-6
CC(C)(C)C(=O)c1c(N)[nH]c(C(=O)c2ccccc2)c1-c1ccc(Cl)cc1	/	/	-0.5	/	1.7	/	/	-3	-13
COc1cc(N)c(Cc2nccc3cc(OC)c(OC)cc23)cc1OC	29	1	0.2	0	-3.0	-0.8	-1.3	-6	-13
CCOC(=O)c1c(NC(=O)CSc2nnc(-c3ccccc3C)n2C)sc(C(C)=O)c1C	-5	28	-0.6	-1	/	i	1.3	6	0
Cc1ccc(NC(=O)c2nc(S(=O)(=O)Cc3ccccc3C)ncc2Cl)cc1C	3	27	-0.7	0	0.8	-0.2	0.5	-2	-1
Cc1ccc(C(=O)N2CC(=O)Nc3ccc(C)cc3C2c2ccccc2)cc1 (stereo not given)	1	6	-2.8	3	0.9	-0.8	-0.6	0	-12
Cc1cccc[n+]1CC(=O)c1ccccc1	-22	9	-1.6	3	0.4	-18	0.0	3	0
Cn1c(=O)c2cc(S(=O)(=O)NC(Cc3ccccc3)C(=O)NCC3CCCO3)ccc2n(C)c1=O (stereo not given)	6	2	-1.0	0	-0.8	i	-0.9	8	-3
O=C(CSc1nc(=O)n(CCN2CCOCC2)c2c1CCCC2)Nc1ccc([N+](=O)[O-])cc1	-1	-6	1.7	/	-0.3	0.0	-1.2	-20	-1
C=CCC[C@H](Cc1ccc(F)cc1)C(=O)OC[C@H](C)NC(=O)[C@H](CC=C)CC(=O)NCCO	6	10	-0.6	/	0.0	-1.5	0.4	-4	-4
O=C(Cn1c(CN2CCCCC2)nc2ccccc2c1=O)NC1CCCCC1	-10	-3	1.0	-11	0.8	-8.7	-0.1	2	4
COc1ccc2c(c1)CCC/C2=N/OC(=O)c1ccccc1OC	/	?	0.4	0	1.9	-0.2	0.8	-5	1
COc1ccc(C(=O)N(Cc2ccccc2)Cc2cc3cc4c(cc3[nH]c2=O)OCCO4)cc1	-9	1	-5.7	6	/	i	-1.1	1	1
O=C(O)COc1ccccc1/C=N/NC(=O)CN1CCN(S(=O)(=O)c2ccc(Br)cc2)CC1	i	-6	-0.1	4	0.4	-0.6	0.4	5	0
Cc1cc(C(F)F)nn1CC(=O)NCc1ccccc1F	1	1	-0.3	-6	/	-0.3	-0.1	-4	-1
Cc1nccc2[nH]c(=O)c(C(=O)NC3CCCCC3C)cc12 (stereo not given)	-11	2	-0.5	-4	/	i	-0.5	1	0
COc1ccc(C)cc1N(C(=O)c1snc(C(N)=O)c1N)C(C(=O)NC1CCCCC1)c1ccc(C)o1 (stereo not given)	-25	13	-0.6	4	0.5	0.5	0.4	-3	3
CC(C)(C)C1=C(C#N)C(c2cccnc2)C(C#N)=C(N)O1 (stereo not given)	2	1	-0.4	0	/	-0.2	-0.8	-1	1
CN(c1ccccc1N(C)S(=O)(=O)c1ccccc1)S(=O)(=O)c1ccccc1	2	-1	/	2	0.4	-0.7	-1.0	4	/
